# High-throughput results from PubChem BioAssay.
# B2AR arrestin: agonists driving beta-arrestin recruitment to human beta2-adrenergic receptor; P07550; beta-arrestin recruitment to beta2AR, cell-based reporter; Potency, µM (series often up to 46.1 µM), inactives show top-dose activation, actives largely listed as activators; 0.02% of 330,000 active; AID 492947;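 further: potency means the concentration at half of the fitted maximal effect; 0% = DMSO controls and full agonism = EC100 isoproterenol or metaproterenol; nearly all actives have a fitted effect of over 65% in size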
# Target sequence (P07550 whole entry, looked up): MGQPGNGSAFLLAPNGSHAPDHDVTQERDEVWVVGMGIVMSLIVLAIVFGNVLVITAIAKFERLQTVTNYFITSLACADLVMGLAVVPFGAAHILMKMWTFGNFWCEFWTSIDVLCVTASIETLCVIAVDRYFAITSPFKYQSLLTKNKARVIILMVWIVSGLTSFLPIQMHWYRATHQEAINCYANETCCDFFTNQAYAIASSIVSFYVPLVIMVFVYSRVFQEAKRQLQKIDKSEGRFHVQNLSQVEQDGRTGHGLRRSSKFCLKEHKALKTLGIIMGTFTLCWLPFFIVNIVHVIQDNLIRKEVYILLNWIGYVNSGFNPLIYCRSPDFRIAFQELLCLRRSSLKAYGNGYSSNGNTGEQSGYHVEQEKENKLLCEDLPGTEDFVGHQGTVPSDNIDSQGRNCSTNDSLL
# TRPV1 ag: human TRPV1 agonism; Q8NER1; TRPV1-expressing cells, Fluo-8 calcium influx, agonist mode; activation, % at 8.33 µM; 0.19% of 320,000 active; AID 540275; in the data active means activation above about 80%; inconclusive means between about 30% and that limit; further: 0% is about no effect
#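 Fluo-8 calcium influx in TRPV1-expressing cells, kinetic read (ex 480/em 520 nm). Compound added and read 3 min for agonist activity, followed by capsaicin at EC20 final and 2 min further read for enhancement.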
# GALK inh: galactokinase (human) inhibition | P51570 | Purified GALK, Kinase-Glo residual ATP luminescence | Potency, µM (series often up to 57.5 µM), without a hit: at the highest dose activity change, negative = inhibition, usual class: inhibitors | 0.007% of 270,000 active | AID 1868; further: potency means the concentration at half of the fitted maximal effect; on the % scale 0 is the no-effect control and ±100 the full control effect
# Target sequence (P51570 whole entry, looked up): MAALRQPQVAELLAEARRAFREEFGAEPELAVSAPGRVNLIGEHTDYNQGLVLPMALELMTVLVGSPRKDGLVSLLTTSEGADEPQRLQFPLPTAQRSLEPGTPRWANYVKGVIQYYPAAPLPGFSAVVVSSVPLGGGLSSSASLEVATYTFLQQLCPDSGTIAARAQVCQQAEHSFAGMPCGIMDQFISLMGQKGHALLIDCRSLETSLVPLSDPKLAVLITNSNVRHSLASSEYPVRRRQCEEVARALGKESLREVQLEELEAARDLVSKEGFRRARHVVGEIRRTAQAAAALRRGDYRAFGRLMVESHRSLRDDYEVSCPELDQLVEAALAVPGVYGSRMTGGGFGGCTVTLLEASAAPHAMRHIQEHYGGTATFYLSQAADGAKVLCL
#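 Compounds were pin-transferred into ATP buffer (35 uM final), then GALK plus galactose (5 nM, 100 uM final) was added. After 1 h at room temperature, Kinase-Glo Plus was added and luminescence read after 10 min.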
# KCNH2 3.1 block: inhibitors of human KCNH2 3.1 potassium channel isoform. U2OS KCNH2 3.1, thallium flux FluxOr; stronger effect = lower value. 0.95% of 340,000 active. activity change, % (tested at about 1.8 µM). AID 720553;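 active means maximum activity change below -70%; inconclusive means maximum activity change from -70% to -50%; inactive means maximum activity change above -50%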;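 further: thallium influx rate constant from kinetic fluorescence after stimulation buffer; on the % scale 0 is the no-effect control and ±100 the full control effect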
#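 Normalized rate constant (relative to positive and negative DMSO controls) derived from a 2 min kinetic fluorescence read after stimulation; U2OS cells expressing the 3.1 isoform via virus at 1.77 x 10^8 /mL.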
# PKM2 act: PKM2 (human) enzyme activation. P14618. purified PKM2, Kinase-Glo ATP luminescence, activation; response scale: 0% is enzyme alone, no compound. Potency, µM (titrated, usually from 57.5 µM), inactives show at the highest dose activation, actives largely listed as activators. 0.34% of 260,000 active. AID 1631; further: potency means the concentration at half of the fitted maximal effect; on the % scale 0 is the no-effect control and ±100 the full control effect; nearly all actives have a fitted effect of over 55% in size
#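 Purified hPK-M2 (>95%) run at intermediate activity with 0.1 mM ADP and 0.5 mM PEP in 50 mM imidazole pH 7.2, KCl, MgCl2; 1 h room temperature. ATP formed read by Kinase-Glo luminescence; normalized to uninhibited and no-enzyme controls.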
# Coupling enz: coupling enzyme interference in Giardia aldolase counter-screen; coupling enzyme system counterscreen, AmpLite Red fluorescence; AID 2472; activity change, negative = inhibition, % at 58.2 µM, hits read low; 0.67% of 290,000 active; in the data active means activity change below about -30%; further: on the % scale 0 is the no-effect control and ±100 the full control effect
#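 Final compound at 57.5 uM, incubated 10 min at RT with coupling enzyme reagent (glyceraldehyde-3-phosphate), then 20 min with substrate and AmpLite Red detection. Fluorescence read at 525/598 nm; tests interference with the coupling assay, not aldolase inhibition.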
# USP2a block: USP2a (human) protease inhibition. 0.01% of 330,000 active. USP2 core, Ub-CHOP2 coupled fluorogenic reporter, 485/531. Potency, µM (highest dose often 38.3 µM), inactives show at the top dose activity change, negative = inhibition, actives largely listed as inhibitors;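 further: potency means the concentration at half of the fitted maximal effect; plate controls were DMSO wells for no effect and full inhibition by NEM control for full effect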
#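 USP2 core (10nM final) preincubated 30min RT with compound in 20mM Tris-HCl pH 8.0, 2mM CaCl2, 2mM beta-mercaptoethanol, 0.05% CHAPS; 25nM Ub-CHOP2 plus 25nM reporter substrate added, fluorescence (Ex485/Em531) read after 60min.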
# hERG WT inh: KCNH2 (human, wildtype) channel inhibition; U2OS, BacMam KCNH2, thallium flux FluxOr; stronger effect = lower value; activity change, % at 1.84 µM; 0.37% of 340,000 active;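 active means maximum activity change below -70%; inconclusive means maximum activity change between -70% and -50%; inactive means maximum activity change above -50%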; further: on the % scale 0 is the no-effect control and ±100 the full control effect
#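 U2OS cells transduced with wild-type KCNH2 virus are loaded with FluxOr dye for 45 min, and thallium flux is measured in kinetic reads before and after stimulation buffer. Rate constants are normalized to DMSO controls.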
# Giardia killer: Giardia lamblia killing. Giardia lamblia trophozoite viability. activity change, % at 7.66 µM, hits read low. 0.15% of 340,000 active; in the data active means activity change below about -80%; inconclusive means between about -30% and that limit;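 further: parasites exposed to compound for two days anaerobically before the ATP read; on the % scale 0 is the no-effect control and ±100 the full control effect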
#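 Anaerobic 48 hrs incubation at 37 deg C of 100 trophozoites/well with test compounds; ATPLite 1-Step luminescence, 15-30 min RT, reports cellular ATP as viability.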
# Menin MLL FP TR: inhibitors of human menin-MLL interaction, mutant MLL peptide; O00255; Menin + Texas Red MLL mutant peptide, fluorescence polarization; Potency, µM (series often up to 61.6 µM), for inactives: top-dose FP activity change, negative = inhibition, usual class: inhibitors; 0.23% of 270,000 active; AID 1768; active means well fitted inhibition curve with a large enough effect in the polarisation, with a control signal flat, not every such curve was filed as active; inconclusive means small, poorly fitted or top-dose-only effect, or effect the other way, or a change in a side signal; inactive means no such curve, though single readings can be large or run the other way; the % refers to the polarisation; further: potency means the concentration at half of the fitted maximal effect; % of control where 0% means no effect; many of its hits are not listed in these tables
# CXXC DNA block: inhibitors of human MLL CXXC domain-DNA interaction | Potency, µM (series often up to 115 µM), for inactives: top-dose activity change, negative = inhibition, actives largely listed as inhibitors | 0.037% of 290,000 active | MLL-CXXC / FITC-HOXA9 DNA fluorescence polarization | Q03164 | AID 2662; active means well fitted inhibition curve with a large enough effect in the polarisation, with a control signal flat, not every such curve was filed as active; inconclusive means small, poorly fitted or top-dose-only effect, or effect the other way, or a change in a side signal; inactive means no such curve, though single readings can be large or run the other way; the % refers to the polarisation; further: potency means the concentration at half of the fitted maximal effect
#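 Purified MLL-CXXC (added from a 7 uM solution) was preincubated 5 min at ambient with pinned compounds in 50 mM Tris-HCl pH 7.5, 50 mM NaCl, 1 mM DTT, 0.05% BSA. Fluorescein-labeled HOX-A9 DNA (50 nM solution) followed, 30 min, then polarization read.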
# Starred values were filed as active, the others as inactive; ? = inconclusive; · = not tested or not shown; [ ] = another dose, or the depositor's remark. Unless noted, the call rests on the fitted dose curve; in most records, active means well fitted curve in the direction sought with a large enough effect; inconclusive means small, poorly fitted or top-dose-only effect, or another doubt; inactive means no such curve, though single readings can be large; an effect the other way counts as inactive or inconclusive.
# Values in the order: B2AR arrestin, TRPV1 ag, GALK inh, KCNH2 3.1 block, PKM2 act, Coupling enz, USP2a block, hERG WT inh, Giardia killer, Menin MLL FP TR, CXXC DNA block
(1) Cc1csc(CNC(=O)c2ccc(OC3CCN(CCc4ccccc4)CC3)cc2)n1
  0.1%, 1, 4%, 1, ·, ·, -1%, 13, 7, ·, -1%
(2) Cn1c(CC(=O)Nc2ccc(Cl)cc2)nnc1SCC(=O)N1CCOCC1
  0.2%, 4, -3%, 11, ·, ·, 4%, 5, 4, ·, 7%
(3) COc1ccc(CC(=O)Nc2c3c(nn2C(C)(C)C)CS(=O)(=O)C3)cc1
  -0.1%, -5, -3%, -5, -1%, ·, -2%, -22, 5, ·, 2%
(4) COCCNc1nnc(Cc2ccc(OC)c(OC)c2)c(=O)[nH]1
  -0.1%, -2, ·, 6, ·, 0, 0%, 11, -6, -25%, -1%
(5) CCOc1ccccc1NC(=O)CSc1nnnn1-c1ccccc1
  0.2%, 15, -2%, 16, -2%, 0, 0%, -13, 18, -1%, 0%
(6) Cc1ccn2c(=O)nc(SCC(=O)c3ccc(Cl)cc3)nc2c1
  0.3%, 10, ·, -5, ·, ·, 0%, -3, 4, ·, ·
(7) COc1ccc(N2C(=O)C(Cl)=C(Oc3cccc(OC)c3)C2=O)cc1
  -0.2%, 2, 2%, 14, 13%, 1, 1%, -14, 5, -14%, 2%
(8) Cc1cccc(NC(=O)/C(C#N)=C/c2ccc(Sc3ccccc3)o2)c1C
  1.3%, 4, 3%, -20, 1%, -4, 5%, ·, 23, 5%, 5%
(9) COc1cccc(-n2c(SCc3ccccn3)nc3c(c2=O)SCC3)c1
  0.5%, 0, -3%, -9, 0%, 0, 6%, -2, -20, 2%, -1%
(10) Cc1ccccc1NC(=O)CN1C(=O)S/C(=C\c2cccn2-c2cccc(C(=O)O)c2)C1=O
  0.1%, -2, -1%, 1, 2%, 5, 3%, 3, -2, 14%, 19%
(11) N#Cc1c(NC(=O)C2C3C=CC(C3)C2C(=O)O)sc2c1CCCCC2 (stereo not given)
  -0.3%, 0, 0%, 6, 1%, 17, 5%, 2, 10, 17%, 10%
(12) O=C(CCC1(C(=O)O)CCC(=O)NC1)NCc1ccccc1 (stereo not given)
  -3.3%, 0, -1%, -3, 0%, 2, -1%, -2, 1, 3%, -6%
(13) CN(C)C(/C=C/Nc1ccccc1F)=C(C#N)C#N
  -0.2%, 24, 0%, 5, -3%, 2, 1%, 3, -2, 2%, 2%
(14) CC(=O)c1ccccc1NS(=O)(=O)c1ccc2c(c1)CC(=O)N2
  0.5%, -2, ·, 17, ·, ·, -9%, -17, -20, ·, ·
(15) O=C(Nc1cccc(-c2cn3c(n2)SCC3)c1)c1ccc2ccccc2n1
  0.1%, 2, 6%, 6, -11%, 1, -3%, -2, 12, -2%, 2%
(16) CC(C)Oc1ccc(CSc2ncn[nH]2)cc1
  -0.8%, 13, 7%, -8, -2%, 1, -2%, 0, 9, 3%, 11%
(17) COc1ccc(CCNC(=O)CN(c2cccc([N+](=O)[O-])c2)S(C)(=O)=O)cc1
  0.2%, 0, -1%, 9, 1%, 0, 0%, 0, -1, -2%, 6%
(18) O=c1[nH]c(CN2CCN(c3ccccc3Cl)CC2)nc2ccsc12
  0.6%, 1, -1%, -7, 5%, 0, 0%, 0, 17, -21%, -14%
(19) COc1ccc(/C=N/NC(=O)c2cc(-c3ccccc3OC)nc3ccccc23)cc1COC(C)=O
  -0.4%, 3, -1%, -9, -2%, 10, -7%, 7, 14, -5%, 1%
(20) COc1ccc(-n2c(C)cc3cc(OC(C)=O)ccc32)cc1
  -0.1%, 2, -3%, 12, 0%[11.5 µM], 3, 4%, 1, 15, 9%, -8%
(21) COC(=O)[C@H](Cc1ccccc1)NC(=O)c1ccc2ccccc2n1
  -0.6%, ?, 3%, -8, ·, 2, 2%, -2, 14, 0%, -8%
(22) Cc1ccc(N2CC(C(=O)Nc3cc(C)on3)CC2=O)c(C)c1 (stereo not given)
  -0.4%, 1, 7%, -6, 1%, 0, 2%, -17, 28, 6%, 1%
(23) O=C(Nc1ccc(-c2nc3c(ccc4ccccc43)o2)cc1)c1ccco1
  -0.6%, 2, 4%, -1, -1%, 1, 5%, 7, 5, ?, 4%
(24) Cc1ccc2nc(SCC(=O)Nc3ccc(F)cc3)nc(=O)n2c1
  -0.3%, 1, ·, 21, ·, ·, -1%, 3, -8, ·, ·
(25) COc1ccc(S(=O)(=O)N2CCOCC2)cc1NC(=O)CSc1nnc2ccccn12
  -0.2%, -1, 16%, ·, 2%, -2, 0%, ·, ·, -1%, 6%
(26) Cc1ccc(NC(=O)c2cc(-c3ccco3)on2)cc1
  0.1%, 24, 0%, -5, -2%, -1, 2%, 0, -1, 8%, 1%
(27) COC(=O)c1cc2ccsc2n1CC(=O)Nc1cc(C)cc(C)c1
  -0.5%, -4, -2%, -1, 0%, 5, -2%, -5, -1, -18%, 17%
(28) Cc1cc(CN(C)C(=O)CC2C(=O)NCCN2Cc2ccc(-c3ccccc3)cc2)on1 (stereo not given)
  0.1%, 0, 1%, -12, 4%[0.46 µM], -10, -4%, -13, -14, ?, 41%[activator]
(29) Cc1cc(C)n(CC(=O)NNC(=O)CCNC(=O)c2ccccc2Cl)n1
  -0.2%, -2, ·, -7, ·, ·, 1%, 24, -6, ·, ·
(30) Cc1ccccc1CSCCNS(C)(=O)=O
  0.1%, -2, 1%, -79*, 0%, 3, 7%, -19, -5, -1%, -2%
(31) O=C(CC1NCCc2ccccc21)Nc1cccc(Cl)c1 (stereo not given)
  0.1%, 4, -2%, -9, -2%, 1, 5%, 7, 5, -20%, 16%
(32) CCn1c2ccccc2c2cc(Nc3cc(C)nc4ncnn34)ccc21
  0.5%, 9, -5%, -5, 4%, 2, 2%, -9, 1, 4%, 7%
(33) Cc1ccccc1-n1c(SC/C(O)=C(\C#N)c2nc3ccccc3[nH]2)nnc1-c1ccncc1
  -3.7%, -3, -3%, -4, -5%, 0, 1%, -6, -7, 1%, -7%
(34) O=c1c(Cc2ccc(F)cc2)c(O)ccn1CCc1ccccn1
  0.1%, 3, -3%, -8, -1%, -2, 3%, 0, -4, -12%, 20%
(35) O=C(COC(=O)c1ccccc1Cl)Nc1nccs1
  -0.1%, -3, 1%, 1, -2%, 2, 1%, -4, -14, ?, 22%
(36) CNC(=S)N1CCN(S(=O)(=O)c2ccc3ccccc3c2)CC1
  0.2%, -2, -3%, -14, 20µM*, 4, 1%, 8, -12, 16%, 4%
(37) COc1cccc2c1C(=O)O/C2=C/c1ccc2c(c1)OCO2
  0.5%, 1, -1%, ·, -1%, 0, -2%, ·, ·, -5%, 34%[activator]
(38) CCN1C(=O)CSc2ccc(C(=O)OC)cc21
  -0.4%, 5, ·, 3, -3%, -3, 4%, 2, -14, -3%, 12%
(39) Cc1ccc(NC(=O)c2c(C)noc2-c2snnc2C)cc1
  -0.2%, 25, 1%, 15, 0%, -1, 0%, -2, 7, ·, -9%
(40) O=C(NCC(=O)N1CCc2ccccc2C1)c1ccccc1Cl
  0.3%, 2, -3%, 12, ·, 3, 4%, 3, -11, 7%, 23%
(41) O=C(O)c1cc(/C=C/C(=O)c2cc(F)ccc2O)c2c(c1)COCO2
  -0.5%, 0, ·, 19, 8%, 1, -2%, 2, -25, ·, -27%
(42) Cc1cccc(OCC(=O)Nc2cc(C)on2)c1
  0.1%, -2, -3%, -6, 13%, 1, 3%, 7, -13, -15%, 0%
(43) O=C(NC(=S)NC1CC1)c1cccnc1
  0.1%, 4, -1%, 5, -2%, 1, 2%, 0, 9, 17%, 2%
(44) COc1cc(/C=N/NC(=O)C(C)n2nnc3ccccc32)ccc1O (stereo not given)
  0.4%, 0, -3%, -6, -7%, -3, 2%, -4, 6, 7%, 17%
(45) COc1ccccc1NC(=O)Nc1cccnc1
  0.0%, 25, 0%, -4, -5%, 0, 1%, -12, 4, 0%, -5%
(46) Cc1noc(C)c1CSCC(=O)Nc1cc(S(=O)(=O)N2CCOCC2)ccc1OC(C)C
  -0.3%, -1, ·, -4, ·, ·, 0%, -4, 4, ·, ·

# These rows are one share of the data. The share of hits here may be higher or lower than overall.
